Scp-1 inhibitor: Scp-1 (human) phosphatase inhibition. inhibition, % at 20 µM. Recombinant Scp1, phosphopeptide, malachite green phosphate absorbance. Q9GZU7. 0.88% of 340,000 active;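 active = inhibition above about 50% at 20 µM, limit read from the data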;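 also: plate controls were DMSO wells with enzyme for no effect and wells lacking enzyme for full effect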
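assay system = SCP-1 phosphatase catalytic domain, residues 76-261 | buffer or medium = 50 mM Tris acetate pH 5.5, 0.005% Tween-20, 10 mM MgCl2 | incubation = enzyme reaction 45 min at room temperature, colour 5 min, stabilisation 30 min | signal = Phosphate-binding colour reagent, absorbance read at 630 nm | measure = % inhibition at 20 µM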
Rpn11 inh: Rpn11 (human) deubiquitinase inhibition | O00487 | human 26S proteasome, Ub4-pepOG fluorescence polarization; 20S core pre-blocked with epoxomicin | 0.59% of 360,000 active | calls only at 20 µM;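 active = inhibition at 20 µM, scaled to each plate's controls, above about 33%, limit read from the data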
NadD inh: NadD (S. aureus) enzyme inhibition; purified NadD enzyme, colorimetric absorbance read-out; inhibition, % at 20 µM; 0.78% of 360,000 active; in the data active = inhibition above about 26%; also: some compounds past the cut are filed as inactive
MT1-MMP act inh: MT1-MMP (human) activation inhibition; P50281; HT1080 RFP-PRO-GFP cells, GFP/RFP ratio fluorescence, overnight; percent of plate control window, DMSO zero; GFP/RFP ratio change, % at 20 µM; 0.061% of 360,000 active; AID 651647;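 active = GFP/RFP ratio change of at least 30% with cell ATP level not reduced by more than half and red fluorescence within 50% of control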; also: strong numbers were not always called active
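Assay system: HT1080 RFP-PRO-GFP cells | Dosing: 20 µM single dose, 1% DMSO | Incubation: Cells overnight before dosing, compound overnight, 37 °C, 5% CO2 | Evaluation: GFP/RFP fluorescence ratio | Control set: DMSO-only wells and HT1080 RFP-L50D-GFP cell wells as references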
STEP block: inhibitors of human striatal-enriched phosphatase STEP | recombinant STEP, OMFP fluorogenic substrate, fluorescence | inhibition, % at 20 µM | P54829 | 0.25% of 360,000 active | AID 588621;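 active = inhibition at 20 µM, scaled per plate between control wells, above about 37%, limit read from the data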;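 also: 0% = DMSO with enzyme and substrate and 100% = substrate only without enzyme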
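Test system: STEP tyrosine phosphatase / Reagent: OMFP at 25 µM / Doses: 20 µM, 1% DMSO / Read-out: percent inhibition scaled to no-enzyme and uninhibited-enzyme controls, plate-pattern corrected / Detection: FITC-channel fluorescence of OMFP product / Medium: Bis-Tris buffer pH 6.0, 2.5 mM DTT, 0.005% Tween 20 / Schedule: 20 min at room temperature, dark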
SUMO1 PPI mod: alters human SUMO1 binding to SIM partners; P63165; inhibition, % at 20 µM; AID 602429; 0.33% of 360,000 active; SUMO1 binding to a labelled peptide, TR-FRET, 1 h; in the data active = inhibition above about 37%
Target sequence (P63165 whole entry, looked up): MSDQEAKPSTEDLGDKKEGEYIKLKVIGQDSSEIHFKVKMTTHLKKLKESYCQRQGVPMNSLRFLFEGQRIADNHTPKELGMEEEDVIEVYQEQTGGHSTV
SKN-1 inh: inhibitors of C. elegans SKN-1. C. elegans VP596 Pgst-4::GFP/RFP ratio, acrylamide-induced, 24 h. inhibition, % at 21.8 µM. 0.49% of 360,000 active. AID 624304;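 active = interference check ratio from 0.5 to 1.5 plus GFP to RFP signal ratio inhibition reaching or exceeding a fixed threshold, cut at about 30% in these data, passing the limit was not always enough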; also: some compounds called inactive have numbers as strong as hits
NRP1-CendR mod: modulators of CendR peptide binding to human neuropilin-1; FAM-RPARPAR peptide binding to NRP-1, fluorescence polarization; inhibition, % at 25 µM; 0.85% of 360,000 active; AID 602438;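 active = inhibition or corrected inhibition above about 18%, plus a signal ratio from 0.5 to 1.5, limit read from the data, passing the limit was not always enough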; also: strong numbers were not always called active
Target sequence (O14786 whole entry, looked up): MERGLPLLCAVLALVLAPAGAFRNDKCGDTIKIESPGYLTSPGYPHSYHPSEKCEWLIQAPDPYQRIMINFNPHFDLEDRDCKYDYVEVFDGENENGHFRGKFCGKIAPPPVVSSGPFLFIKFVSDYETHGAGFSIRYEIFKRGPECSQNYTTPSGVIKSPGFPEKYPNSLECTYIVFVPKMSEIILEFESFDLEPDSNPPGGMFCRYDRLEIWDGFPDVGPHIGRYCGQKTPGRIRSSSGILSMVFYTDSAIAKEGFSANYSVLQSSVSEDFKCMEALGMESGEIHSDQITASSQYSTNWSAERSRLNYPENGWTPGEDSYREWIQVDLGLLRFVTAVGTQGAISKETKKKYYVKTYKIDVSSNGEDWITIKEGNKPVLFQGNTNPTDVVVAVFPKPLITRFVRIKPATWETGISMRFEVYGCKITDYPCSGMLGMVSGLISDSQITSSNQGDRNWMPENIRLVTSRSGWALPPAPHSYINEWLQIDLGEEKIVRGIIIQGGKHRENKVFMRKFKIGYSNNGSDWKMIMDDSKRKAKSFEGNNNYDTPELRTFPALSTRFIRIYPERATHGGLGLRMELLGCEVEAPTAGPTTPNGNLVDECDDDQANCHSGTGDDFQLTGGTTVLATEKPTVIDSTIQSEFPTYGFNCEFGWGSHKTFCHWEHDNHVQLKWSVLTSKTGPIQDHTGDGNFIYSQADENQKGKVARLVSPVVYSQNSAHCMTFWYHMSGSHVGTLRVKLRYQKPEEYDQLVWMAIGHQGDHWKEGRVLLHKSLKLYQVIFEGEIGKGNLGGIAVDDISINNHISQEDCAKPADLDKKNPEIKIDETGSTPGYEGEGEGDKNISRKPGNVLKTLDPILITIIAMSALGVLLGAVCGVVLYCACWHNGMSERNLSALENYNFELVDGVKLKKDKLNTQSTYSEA
LMPTP inh: LMPTP (human) inhibition. P24666. recombinant LMPTP-A, OMFP fluorogenic substrate, fluorescence intensity. inhibition, % at 20 µM. 0.22% of 360,000 active;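 active = compounds that cut the enzyme signal by at least half of the control window in the single-dose screen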;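 also: plate controls were DMSO wells with enzyme plus substrate for no effect and substrate without enzyme for full effect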
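Test system: LMPTP-A, protein tyrosine phosphatase of low molecular weight; Input: 0.625 nM enzyme; Incubation: 50 min dark incubation at room temperature; Signal: endpoint fluorescence intensity from OMFP dephosphorylation; Read-out basis: % inhibition versus control wells.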
DNMT1 block: DNMT1 (human) enzyme inhibition. DNMT1 molecular beacon, Hinp1I cleavage, fluorescence. inhibition (reported as % activation of signal), % at 10 µM. 0.83% of 360,000 active. AID 588458; in the data active = inhibition above about 50%
* hit, by the source's call; i = inactive; . = not tested or not shown; + = active, no number. This is a random part of the collection; about 3.9% have a hit in one of these screens.

SMILES	Scp-1 inhibitor	Rpn11 inh	NadD inh	MT1-MMP act inh	STEP block	SUMO1 PPI mod	SKN-1 inh	NRP1-CendR mod	LMPTP inh	DNMT1 block
COc1ccc(CCNC(=O)C(C)c2ccc([N+](=O)[O-])cc2)cc1 (stereo not given)	-8.0	i	-6.5	2.8	2.4	-14.3	2.9	-2.0	-0.3	-0.3
CC(C)(C)NC(=O)C1C(c2ccc(C(F)(F)F)cc2)=Nc2ccccc2N1C(=O)c1cccc2ccccc12 (stereo not given)	.	.	.	-16.9	.	-8.5	3.0	2.4	0.7	.
CC(=O)Nc1ccc(NC(=O)COc2ccc3c(c2)CCC3)cc1	-3.4	i	7.4	2.2	0.3	-4.1	0.1	-4.1	-0.1	-1.5
O=C(c1cc2ccccc2o1)N1CCN(S(=O)(=O)c2ccc(F)c(F)c2F)CC1	-2.5	i	1.7	1.2	0.7	-0.7	1.9	-15.1	0.9	11.1
c1ccc(-c2csc(-c3ccncc3)n2)cc1	-0.7	i	1.8	-1.3	0.4	-14.0	69.8*	-0.9	-0.3	2.7
CC(C)(C)NC(=O)CN(C(=O)Cn1nnc(-c2ccc(Cl)cc2)n1)C1CCN(Cc2ccccc2)CC1	-7.6	i	8.5	-12.6	-1.7	2.0	-17.8	-2.7	-1.0	-1.2
c1ccc(OCCOCCN2CCN(C(c3ccccc3)c3ccccc3)CC2)cc1	-10.7	i	-0.7	-15.1	-0.6	1.8	7.1	9.4	-1.3	1.4
Nc1nc(CSC(=S)N2CCCCC2)nc(Nc2ccccc2)n1	0.7	i	-8.8	2.9	0.9	1.6	3.6	3.1	0.5	0.8
COc1ccc(OC)c(C(=O)NC(CC(N)=O)c2ccc(NCc3ccccn3)c([N+](=O)[O-])c2)c1 (stereo not given)	-16.7	i	-10.1	-3.2	0.8	-22.3	1.8	7.1	1.1	-4.0
CCCCNC(=O)CNC(=S)N(Cc1cc(OC)c(OC)c(OC)c1)C1CCCC1	-1.0	i	4.2	-3.6	2.0	4.2	-5.5	11.9	-0.9	-1.3
O=C(Nc1ccc(F)cc1)Nc1nnc(COc2ccccc2F)s1	-8.4	i	-1.2	-1.7	-2.1	3.7	-0.5	2.7	-0.9	-5.5
C/C(=N\Nc1ccc([N+](=O)[O-])cc1)c1ccc2c(c1)OCO2	-3.7	i	-2.4	-16.6	-2.3	-7.1	3.7	-20.5	0.9	1.6

Overlap with the part before: three entries; new compounds follow.
SMILES	Scp-1 inhibitor	Rpn11 inh	NadD inh	MT1-MMP act inh	STEP block	SUMO1 PPI mod	SKN-1 inh	NRP1-CendR mod	LMPTP inh	DNMT1 block
CCCCNC(=O)CNC(=S)N(Cc1cc(OC)c(OC)c(OC)c1)C1CCCC1	-1.0	i	4.2	-3.6	2.0	4.2	-5.5	11.9	-0.9	-1.3
O=C(Nc1ccc(F)cc1)Nc1nnc(COc2ccccc2F)s1	-8.4	i	-1.2	-1.7	-2.1	3.7	-0.5	2.7	-0.9	-5.5
C/C(=N\Nc1ccc([N+](=O)[O-])cc1)c1ccc2c(c1)OCO2	-3.7	i	-2.4	-16.6	-2.3	-7.1	3.7	-20.5	0.9	1.6
Cc1cccc(C)c1-n1nnnc1-c1nc2cc(Br)ccc2[nH]c1=O	.	.	13.5	3.5	.	0.4	3.5	-16.7	0.0	.
OCC(CO)(CO)NC(=S)Nc1cc(Cl)cc(Cl)c1	-13.6	i	1.9	4.1	2.3	4.2	0.5	17.6	-0.5	4.5
COc1cccc(C(=O)NNC(=O)C(=O)Nc2ccc(C)c(Cl)c2)c1	-9.0	i	-1.9	-3.7	2.3	-3.0	3.3	-1.9	-1.1	2.3
CC(SCc1nc2sc3c(c2c(=O)[nH]1)CCCC3)C(=O)Nc1ccccn1 (stereo not given)	-2.3	+	4.4	-19.3	0.0	1.6	10.6	-77.1	1.2	3.4
CC(=O)c1sc(NC(=O)COc2ccc(Cl)cc2C)nc1C	-10.4	i	6.6	1.7	1.4	-56.2	-7.6	-17.8	-1.3	-8.4
O=C(CCNC(=O)c1ccco1)Nc1ccc(OC(F)F)cc1	-6.1	i	-4.8	1.1	-3.7	3.4	2.3	-2.6	-1.1	-0.5
C=C(C)c1ccc(C(C)(C)NC(=O)NCc2ccco2)cc1	5.4	i	7.3	0.8	0.6	-1.5	-35.7	4.0	-0.2	-0.9
C=CCNC(NC(=O)c1ccccc1)(C(=O)OCC)C(F)(F)F (stereo not given)	-2.5	i	-5.0	6.5	-1.2	0.4	-19.3	10.4	-2.4	-2.7
CCN(C(=O)Cc1ccc(NC2=NC3CS(=O)(=O)CC3S2)cc1)c1ccccc1 (stereo not given)	-12.2	i	1.7	4.0	0.8	-2.0	3.4	6.9	-0.7	0.1
O=C(CSc1nnc2n1CCCN2)c1ccc(Cl)cc1	-2.1	i	3.8	-1.4	-1.1	-2.0	-0.2	-9.8	-0.5	3.0
COc1ccc(C2C(C(C)=O)=C(O)C(=O)N2c2ccc(Br)cc2)cc1 (stereo not given)	-5.7	i	4.0	7.7	3.4	-7.1	2.1	-2.1	1.3	-2.0
COc1ccccc1-c1cc(C(F)(F)F)nc(S(=O)(=O)CCCC(=O)Nc2cccnc2Cl)n1	-2.3	i	-6.8	-2.1	-1.9	-2.8	7.8	-1.3	0.8	4.9
O=C(NCCS(=O)(=O)N1CCN(c2ccccc2F)CC1)c1ccc2c(c1)OCO2	-4.9	i	-2.6	2.3	-1.5	0.9	9.1	-2.3	0.0	1.6
O=C(NCc1ccc2c(c1)OCO2)c1cc2ccccc2oc1=O	-5.2	i	-1.3	7.1	1.6	3.9	5.6	13.0	-0.1	5.6
Cc1ccccc1OCC(=O)N/N=C/c1cccn1C	5.2	i	3.7	.	-3.3	-1.4	8.6	3.3	-0.1	3.0
COCCn1nnnc1SCC(=O)N1CCCCC1	0.0	i	4.7	.	-3.5	2.9	6.1	5.0	1.2	-3.9
Clc1ccc(CNC2CCCC2)c(Cl)c1	0.4	i	-2.0	-1.6	-0.9	0.7	5.8	-10.3	-1.8	2.2
Cc1ccccc1CNC(=O)c1ccc(Cl)c([N+](=O)[O-])c1	-5.5	i	-4.8	3.0	1.5	-18.8	-10.2	-9.2	-0.3	-0.8
COc1ccc(NC(=O)CSc2nnc3ccc(-c4ccncc4)nn23)cc1OC	-5.8	i	-6.2	1.0	3.2	-29.4	-7.1	-8.4	-1.4	-2.5
CN(c1ccc(F)cc1)S(=O)(=O)c1ccc(Cl)c(C(=O)NC2(C)CCS(=O)(=O)C2)c1 (stereo not given)	-9.8	i	-5.0	-3.0	-2.2	0.7	-6.3	-9.6	-0.7	7.5
CN1CCN(c2ccc(NC(=O)CSc3nnnn3-c3ccccc3F)cc2)CC1	-9.6	i	-2.1	-1.4	-2.2	-13.7	3.8	2.8	1.7	-2.4
Cc1nn(C)c2ncc(C(=O)c3cc(F)ccc3O)cc12	-7.6	i	-6.0	-0.3	0.4	-5.5	-18.2	-7.0	-1.7	1.7
O=C(Nc1cccc(Cl)c1)OCc1cn(-c2ccc(Cl)cc2)nn1	5.6	i	-3.2	-0.8	-2.6	-3.6	-21.9	-1.6	-1.5	2.9
Nc1c(N(Cc2ccco2)C(=O)COc2ccccc2Cl)c(=O)[nH]c(=O)n1Cc1ccccc1	-9.8	i	8.6	-2.6	-2.2	-1.2	9.0	-5.1	-0.8	-2.3
CC(=O)N/C(=C\c1ccc(Br)s1)C(=O)O	-6.4	i	9.6	-2.5	-0.9	-1.3	-2.3	7.5	-1.0	-3.0
Cc1nc(Cl)sc1C(=O)Nc1cccc(C(F)(F)F)c1	-7.0	i	-2.4	-1.8	-1.0	-0.8	14.8	-10.6	-0.6	-0.1
Cc1ccnc(N2C3CCC2CC(O)(c2ccccc2)C3)n1 (stereo not given)	-0.7	i	3.2	-0.1	-0.2	-3.5	2.8	5.4	-0.5	-2.4
O=C1CN(C(=O)COC(=O)c2ccc(N3CCCCCC3)c([N+](=O)[O-])c2)c2ccccc2N1	-14.6	i	9.5	-3.3	2.2	-14.0	4.6	4.0	2.3	-5.2
CCCCSc1cc(=O)n(-c2ccccc2)nc1C(=O)OCC	-4.4	i	-10.1	3.2	-2.7	-18.4	12.7	5.2	-0.3	-0.4
CCCC(=O)NC(=S)Nc1ccc(CN2CCOCC2)cc1	15.9	i	-10.5	-7.2	-4.4	-4.6	-5.8	8.3	-1.4	-1.5
CCC(=O)Nc1nnc(S(=O)(=O)N2CCCC2)s1	2.9	i	-1.9	-1.2	0.6	0.7	-0.5	-7.2	-1.7	1.9
CC(C)[C@H](NC(=O)c1ccc(F)cc1)C(=O)OCC(=O)NC(=O)c1cccn1C	-1.3	i	3.1	0.4	-0.9	1.0	0.2	-6.9	-0.6	-10.7
CC1CCCC(C)N1CCCNC(=O)c1ccc2nc(N3CCOCC3)sc2c1 (stereo not given)	1.2	i	2.8	2.5	3.4	-17.7	-9.9	-9.2	-2.2	-5.0
CCOC(=O)c1cnc2ccc(OC)cc2c1NCc1ccccc1	-1.9	i	-2.2	-8.9	-1.2	-4.8	11.9	13.7	-0.6	-0.1
CCOC(=O)C1(Cc2cccc(Cl)c2)CCCN(C(=O)c2cn[nH]c2)C1 (stereo not given)	-5.5	i	-1.9	2.1	0.4	9.2	-2.7	5.0	-0.8	1.2
Cc1cc2c(n1-c1ccc(C(N)=O)cc1)CC(C)(C)CC2=O	-10.7	i	1.7	-0.6	0.9	-3.3	9.0	2.6	0.5	-0.4
CNC(=O)OCc1ncn(-c2ccccc2)c1COC(=O)NC	.	i	0.7	3.8	-1.5	-0.5	7.6	3.7	-0.4	-1.7
C[C@H](CO)N1C[C@H](C)[C@@H](CN(C)C(=O)NC2CCCCC2)Oc2c(NS(=O)(=O)c3ccccc3)cccc2C1=O	-5.0	i	7.6	-11.3	-1.4	-5.1	-2.9	-5.9	2.3	-3.3
O=C(CN1CCN(c2ccccn2)CC1)Nc1cccc(S(=O)(=O)N2CCCC2)c1	4.0	i	3.2	-1.5	-0.6	-0.8	-15.6	1.7	1.2	-1.9
COC(=O)/C=C1\SC(=Nc2ccccc2)NC1=O	-13.8	i	1.1	1.1	0.0	-2.2	-1.0	-3.0	-0.5	11.9
Cc1cc(C(=O)CN2C(=O)NC3(CCCc4sccc43)C2=O)c(C)n1-c1ccc(Cl)cc1 (stereo not given)	-6.7	i	18.4	-4.2	2.1	-0.2	3.6	-1.6	3.9	-4.3
C=CCOc1cccc(/C=N/NC(=O)CN2CCCCC2)c1	-4.5	i	-5.9	-1.7	-1.2	-0.5	0.5	4.6	-0.4	0.3
